Compound activity from PubChem.
APP 5'UTR act – activators of APP 5'UTR luciferase reporter, primary screen, SH-SY5Y cells; AID 1276, 2008; activation, % at 2 µM; 190,000 compounds, 1% hits; SH-SY5Y APP 5'UTR luciferase reporter, luminescence; zero percent = DMSO vehicle wells;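 active = activation above a set limit, based on mean plus 3 SD of controls, cut at about 140% in these data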; note: values of inactives mirror those of a sister screen read the other way
TLR4-MyD88 BLA – inhibitors of TLR4-MyD88 association in cells, primary screen, cell-based, HeLa CL3-4, BLA complementation, FRET ratio; Toll-like receptor 4 (Homo sapiens) + Myeloid differentiation primary response protein …; HeLa CL3-4 TLR4/MyD88 BLA complementation; inhibition, % at 8.4 µM; 200,000 compounds, 0.18% hits; AID 861, 2007; in the data active = inhibition above about 25%;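 note: 0% = vehicle and 100% = reference inhibitor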
Target sequence (O00206 whole entry, looked up): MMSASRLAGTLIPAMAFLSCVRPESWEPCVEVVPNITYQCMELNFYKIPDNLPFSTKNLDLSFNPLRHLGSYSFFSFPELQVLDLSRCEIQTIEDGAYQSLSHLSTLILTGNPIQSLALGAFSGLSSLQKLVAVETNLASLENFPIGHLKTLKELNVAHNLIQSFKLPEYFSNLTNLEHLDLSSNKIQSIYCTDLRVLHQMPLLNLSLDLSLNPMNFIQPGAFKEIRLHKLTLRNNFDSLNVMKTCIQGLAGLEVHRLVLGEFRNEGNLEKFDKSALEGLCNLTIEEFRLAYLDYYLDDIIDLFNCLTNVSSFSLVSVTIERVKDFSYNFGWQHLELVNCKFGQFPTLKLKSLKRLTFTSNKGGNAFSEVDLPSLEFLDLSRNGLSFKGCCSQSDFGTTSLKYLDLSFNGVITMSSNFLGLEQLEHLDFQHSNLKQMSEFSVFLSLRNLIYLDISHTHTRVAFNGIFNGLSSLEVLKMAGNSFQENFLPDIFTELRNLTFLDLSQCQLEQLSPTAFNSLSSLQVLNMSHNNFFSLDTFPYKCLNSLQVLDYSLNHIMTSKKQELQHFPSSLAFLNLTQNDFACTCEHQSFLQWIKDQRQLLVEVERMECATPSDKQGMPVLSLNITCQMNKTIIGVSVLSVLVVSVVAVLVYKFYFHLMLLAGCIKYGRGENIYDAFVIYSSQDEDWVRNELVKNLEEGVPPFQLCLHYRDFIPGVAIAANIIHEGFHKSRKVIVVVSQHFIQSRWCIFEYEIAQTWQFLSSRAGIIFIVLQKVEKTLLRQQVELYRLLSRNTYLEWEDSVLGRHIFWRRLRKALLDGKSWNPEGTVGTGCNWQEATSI
Target sequence (Q99836 whole entry, looked up): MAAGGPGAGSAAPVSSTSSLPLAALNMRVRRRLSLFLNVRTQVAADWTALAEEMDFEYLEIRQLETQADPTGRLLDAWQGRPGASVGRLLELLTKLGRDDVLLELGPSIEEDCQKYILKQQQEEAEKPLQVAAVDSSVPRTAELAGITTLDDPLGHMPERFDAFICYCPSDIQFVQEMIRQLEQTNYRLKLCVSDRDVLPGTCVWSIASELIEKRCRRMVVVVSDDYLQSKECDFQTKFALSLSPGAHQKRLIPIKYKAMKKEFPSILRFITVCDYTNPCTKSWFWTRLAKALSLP
DTT redox prof – compounds producing H2O2 with reducing agent – biochemical, NIH compound library profiling, artefact control for MLSCN library redox annotation, primary screen. DTT-dependent redox cycling H2O2, phenol red/HRP absorbance; 100% = 100 µM peroxide control, 0% = buffer. activation, % at 10 µM. 200,000 compounds, 0.03% hits;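 active = activation of at least 50% relative to the plate's high and low controls in the primary single-dose screen; inactive = activation below 50%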;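 note: compound incubated with DTT at 0.8 mM final as the reducing agent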
STAT1 inh – STAT1 signaling inhibitors, primary screen, cell-based, HTS, luciferase reporter; NIH 3T3 STAT1-luciferase reporter, IFN-gamma, luminescence; inhibition, % at 5.5 µM; 200,000 compounds, 0.35% hits; AID 920, 2007;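 active = inhibition above a set limit, the mean inhibition across all tested compounds plus 3 SD, cut at about 34% in these data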;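 note: 0% = IFN-gamma with DMSO and 100% = IFN-gamma with 300 µM nifuroxazide; values of inactives mirror those of a sister screen read the other way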
Efa HMGR inh – inhibitors of E. faecalis class II HMGR, primary screen, biochemical, Enterococcus faecalis. HMG-CoA reductase (Enterococcus faecalis, mvaE). purified E. faecalis HMGR, NADPH absorbance 340 nm kinetic. inhibition, % at 10 µM. 190,000 compounds, 0.41% hits;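 active = inhibition above a set limit, the median over all tested compounds plus 3 SD, cut at about 9.5% in these data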;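 note: enzyme runs in reverse so mevalonate oxidation gives rising NADPH absorbance; 0% = complete reaction with DMSO and 100% = background rate lacking mevalonate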
NF-kB neuron act – activators of NF-kB expression in neurons, primary screen, cell-based, HTS. fold change at 12.5 µM. AID 1239, 2008. 190,000 compounds, 1.6% hits. human neuronal cells, NF-kB reporter expression; hits give high values; in the data active = fold change above about 3.3
Hsp70 act – Hsp70 transcriptional activators, primary screen, cell-based, HeLa, Hsp70 promoter luciferase, luminescence, 10 µM. HeLa Hsp70 promoter luciferase reporter; scaled: vehicle 0, proteasome-inhibitor control 100%. activation, % at 10 µM. 200,000 compounds, 0.04% hits. AID 1203, 2008;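 active = activation above the mean across all tested compounds plus 3 SD, cutoff set per campaign, cut at about 5.5% in these data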;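 note: 100% = MG132 at 30 µM as the positive control and 0% = DMSO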
STAT3 blocker – IL-6 driven STAT3 reporter inhibitors, primary screen, U3A cells, luciferase, luminescence, MLSCN library | IL-6 STAT3-luciferase reporter; host cell line lacks STAT1 | AID 862, 2007 | inhibition, % at 5.5 µM | 190,000 compounds, 0.89% hits;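 active = inhibition above the mean inhibition across all screened compounds plus 3 SD, cut at about 44% in these data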;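 note: 0% = DMSO only wells and 100% = 100 µM nifuroxazide control wells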
STAT1 act – STAT1 signaling activators, primary screen, cell-based, HTS, luciferase reporter; NIH 3T3 STAT1-luciferase reporter, IFN-gamma, luminescence; 100% = IFN-gamma alone, no compound; activation (% of control), % at 5.5 µM; 200,000 compounds, 2.6% hits;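 active = activation above the screen-wide mean activation plus 3 SD, cut at about 130% in these data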;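 note: raw ratio to IFN-gamma control signal so 100% means no change and 0% no light; values of inactives mirror those of a sister screen read the other way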
STAT3 act – IL-6 driven STAT3 reporter potentiators, primary screen, U3A cells, luciferase, luminescence, MLSCN library. AID 871, 2007. 190,000 compounds, 0.91% hits. IL-6 STAT3-luciferase reporter; 100% = signal with IL-6 EC80 alone. activation (% of control), % at 5.6 µM;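 active = activation above the screen-wide mean of compound activation plus 3 SD, cut at about 130% in these data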;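 note: 0% = background luminescence of wells with medium and substrate only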
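System – human U3A cells carrying STAT3-luciferase construct · Probe or stimulus – Interleukin-6, 33 ng/mL · Schedule – compound 1 h, then IL-6 6 h at 37 °C · Signal – luminescence from STAT3-driven luciferase reporter · Evaluation – percent of IL-6-only median luminescence · Benchmarks – IL-6-only high control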
The depositor's hits bear a star; / = not tested or not shown.

SMILES | APP 5'UTR act | TLR4-MyD88 BLA | DTT redox prof | STAT1 inh | Efa HMGR inh | NF-kB neuron act | Hsp70 act | STAT3 blocker | STAT1 act | STAT3 act
Cn1c(=O)c2c(nc(NCCCO)n2Cc2cccc(Br)c2)n(C)c1=O | 20 | 0 | 0.3 | 2 | 3 | 0.78 | -0.3 | 6 | 102 | 97
Nn1c(SCc2nc3ccccc3[nH]2)nnc1C1CCCCC1 | 24 | -1 | 2.0 | 8 | -1 | 1 | -0.5 | -6 | 92 | 108
CC(=O)Nc1ccc(C(=O)NNC(=O)c2cc([N+](=O)[O-])cc([N+](=O)[O-])c2)cc1 | 6 | -11 | -0.5 | 2 | 0 | 1 | 0.2 | 0 | 97 | 104
c1cncc(-c2nc(NCc3cccs3)c3ccccc3n2)c1 | -10 | 0 | 0.4 | 10 | -12 | 0.98 | -0.2 | 17 | 91 | 89
Cc1ccc([C@@H]2C[C@H]3CN(Cc4cccc(Cl)c4)C(=O)[C@]34CCCN24)o1 | 18 | 1 | -0.3 | 1 | -4 | 0.99 | -0.3 | 8 | 98 | 98
O=C(N/N=C1\C(=O)c2cccc3cccc1c23)c1ccc(O)cc1 | 25 | -11 | 0.0 | -6 | -2 | / | -0.1 | 18 | 104 | 88
O=C(COC(=O)c1ccccc1C(=O)N1CCN(c2ccc(F)cc2)CC1)NCc1ccccc1 | -23 | -2 | 0.1 | 1 | 1 | 0.63 | -0.5 | -1 | 108 | 101
C/C(=C\c1ccccc1)C(=O)Nc1nccs1 | 99 | -2 | -1.9 | -58 | 8 | 2.6 | 0.0 | 6 | 154* | 98
CCc1ccc(-c2nc(CN3CCC(C(=O)NCc4ccco4)CC3)c(C)o2)cc1 | -4 | 4 | 1.3 | -1 | 2 | 1.2 | -0.2 | 10 | 101 | 100
Cc1occc1-c1nnc(SCC(=O)Nc2ccccc2)n1C(C)c1ccccc1 (configuration not stated) | 0 | 0 | -0.6 | 3 | -4 | 0.75 | 0.0 | -5 | 96 | 108
COC(=O)c1cc(C(=O)c2ccc(Cl)cc2)n2c(=O)/c(=C\N(C)C)sc12 | -4 | 3 | -1.8 | 0 | -3 | 1.2 | 0.0 | 11 | 99 | 96
C/C(=N\NC(=O)c1ccc(Cl)cc1)c1ccc(Br)s1 | 9 | 8 | -5.3 | -10 | -2 | 1.4 | 0.4 | 15 | 109 | 94
CCOc1ccc(NC(=O)c2ccco2)cc1 | 120 | 11 | -0.7 | -6 | -11 | 3.9* | -0.1 | 26 | 106 | 81
CN(C)C(=O)N1CCN(C(=O)c2ccco2)CC1 | 18 | -10 | -0.6 | 7 | 3 | 0.96 | -0.4 | 3 | 94 | 102
COc1cccc(-c2nn(-c3ccccc3)cc2C(=O)NCC(=O)O)c1 | 3 | -4 | 1.3 | 7 | -4 | 1.6 | -0.3 | 13 | 94 | 92
CC(=O)NC(c1ccccc1)c1cccnc1 (configuration not stated) | 10 | -11 | 0.5 | 1 | -2 | 1 | -0.2 | 12 | 100 | 92
Cc1ccc(/C=N/n2c(-c3ccco3)n[nH]c2=S)s1 | 0 | 4 | 0.0 | -7 | -8 | 0.81 | 0.0 | 7 | 106 | 96
COC(=O)c1ccccc1NC(=O)C(C)NS(=O)(=O)c1ccc(OC)cc1 (configuration not stated) | -7 | -2 | 0.5 | -4 | -2 | 1.1 | -0.4 | -6 | 104 | 106
O=C(CSc1oc(-c2ccco2)nc1S(=O)(=O)c1ccc(F)cc1)NCC1CCCO1 (configuration not stated) | -8 | -9 | 0.6 | 6 | 3 | 1.1 | -0.1 | 10 | 95 | 94
C=CCNC(=O)COC(=O)/C=C/c1cccs1 | 14 | 16 | 0.0 | -5 | -2 | 1.1 | -0.5 | 0 | 104 | 104
CC1CCCCN1C(=O)/C=C/c1ccccc1[N+](=O)[O-] (configuration not stated) | 5 | 5 | -0.2 | 3 | -4 | 0.97 | -0.1 | -11 | 98 | 112
Cn1c(=O)c(C(=O)COC(=O)c2cc(-c3ccco3)nc3ccccc23)c(N)n(CC2CC2)c1=O | 6 | 2 | 0.9 | -5 | 1 | 0.37 | -0.1 | -3 | 104 | 100
CCN(CC)N=Nc1cccc(NC(C)=O)c1 | 7 | 15 | -1.0 | 11 | -5 | 0.56 | -0.3 | 13 | 89 | 92
CCOC(=O)C1=C(CSc2nc(C)cc(C)c2C#N)OC(N)=C(C#N)C1c1ccccc1 (configuration not stated) | 16 | 5 | 0.8 | 12 | 0 | 1.1 | -0.2 | 16 | 89 | 89
COc1ccc(C(=O)O/N=C/c2ccc(S(=O)c3ccc(Cl)cc3)nc2)cc1 (configuration not stated) | 14 | -8 | 2.3 | 0 | -1 | 1.1 | -0.3 | 0 | 100 | 109
CCN(Cc1cc2cc(OC)ccc2[nH]c1=O)C(=O)c1ccncc1 | -4 | -2 | -3.8 | -2 | -1 | 1.1 | -0.2 | 6 | 102 | 99
COc1cccc(-n2nnnc2SCC(=O)Nc2ccc(C(C)=O)cc2)c1 | 5 | -6 | 0.5 | 6 | -3 | 1.1 | 0.1 | 14 | 97 | 90
CCCn1c(SCC(=O)Nc2cccc(C(=O)OC)c2)nnc1-c1cccnc1 | -2 | -6 | 2.7 | 1 | 0 | 1.3 | -0.1 | 0 | 99 | 103
Cc1cccc2sc(NC(=O)c3ccc(OCC4CCCO4)cc3)nc12 (configuration not stated) | 55 | 2 | -1.6 | -31 | -1 | 1.1 | 0.3 | 20 | 127 | 89
O=C(CSc1nc(CCC2CCCC2)nc2ccccc12)NCc1ccc2c(c1)OCO2 | -4 | 5 | 0.1 | 4 | 1 | 1.1 | 0.3 | -2 | 97 | 102

Whole records, quoted from the list. Order of values: APP 5'UTR act, TLR4-MyD88 BLA, DTT redox prof, STAT1 inh, Efa HMGR inh, NF-kB neuron act, Hsp70 act, STAT3 blocker, STAT1 act, STAT3 act
Results for COC(=O)c1ccccc1NC(=O)C(C)NS(=O)(=O)c1ccc(OC)cc1 (configuration not stated) : -7, -2, 0.5, -4, -2, 1.1, -0.4, -6, 104, 106
Results for CCCn1c(SCC(=O)Nc2cccc(C(=O)OC)c2)nnc1-c1cccnc1 : -2, -6, 2.7, 1, 0, 1.3, -0.1, 0, 99, 103

(further entries)
SMILES | APP 5'UTR act | TLR4-MyD88 BLA | DTT redox prof | STAT1 inh | Efa HMGR inh | NF-kB neuron act | Hsp70 act | STAT3 blocker | STAT1 act | STAT3 act
COCCCn1c(CCC(=O)O)ccc1-c1cccs1 | -14 | 3 | 2.4 | 0 | 5 | 0.85 | 0.1 | 0 | 100 | 103
CC(C)Oc1ccc(/C(O)=C2/C(=O)C(=O)N(Cc3cccnc3)C2c2ccco2)cc1 (configuration not stated) | 74 | 4 | -1.0 | -8 | 0 | 0.5 | 0.0 | 1 | 106 | 108
COc1ccc(OC)c(C(=O)CSc2nnc(-c3cccs3)o2)c1 | -2 | 0 | 1.1 | 10 | 3 | 1.1 | -0.2 | 27 | 91 | 85
COc1ccc(S(=O)(=O)N(C)CC(=O)N2CCC(C)CC2)cc1Cl | -7 | 3 | 0.7 | -10 | -2 | 0.99 | -0.3 | 0 | 96 | 103
COc1ccc(CSCCN)cc1Cl | -2 | 2 | 1.6 | -5 | -1 | 1.2 | 0.3 | 0 | 104 | 104
CCn1c2ccccc2c2cc(NC(=O)C(=O)NCC3CCCO3)ccc21 (configuration not stated) | -10 | 16 | -0.2 | 1 | -1 | 0.89 | -0.4 | 18 | 97 | 88
C=CCn1c(SCC(=O)N(C)C)nc2cc(C(=O)O)ccc2c1=O | 0 | -12 | -1.4 | -6 | -3 | 1.1 | 0.4 | 3 | 105 | 99
CCOC(=O)C1=C(CC)Nc2ccccc2N=C1NC(=O)c1cccc(S(=O)(=O)N2CCCC2)c1 | -5 | -8 | 2.7 | 9 | 1 | 0.31 | -0.5 | -7 | 92 | 110
CCC(=O)Nc1cc2nn(-c3ccccc3)nc2cc1Cl | 116 | 8 | 0.5 | -48 | -6 | 2.7 | -0.2 | 27 | 144* | 82
Cc1c(C(=O)Nc2cccc(Cl)c2)c2ccccn2c1CCc1ccncc1 | 10 | 3 | 0.4 | 35* | 2 | 0.9 | -0.4 | 6 | 68 | 99
Cn1c(=O)c2c(nc(CN3CCN(c4ccccc4)CC3)n2Cc2c(F)cccc2Cl)n(C)c1=O | 6 | -7 | 2.1 | 2 | -6 | 0.8 | -0.3 | -7 | 98 | 108
CCOC(=O)c1ccc(COC(=O)CCc2nc(-c3ccccc3)c(-c3ccccc3)o2)cc1 | 2 | 0 | 0.1 | -2 | 0 | 0.94 | 0.1 | -4 | 95 | 104
O=C(NCc1ccccc1)[C@@H]1CSC2c3ccccc3C(=O)N21 (some centres not stated) | 3 | 15 | 0.2 | 0 | 0 | 0.99 | 0.2 | -3 | 97 | 104
Cc1ccc(-n2nnnc2SCC(=O)N2CCCCC2)cc1 | 7 | 4 | 0.0 | -3 | 0 | 1.1 | -0.4 | -6 | 102 | 102
Cc1ccc(C(=O)NC(=S)NNS(=O)(=O)c2ccccc2)cc1 | -5 | -5 | -1.4 | -9 | 0 | 1 | 0.0 | 1 | 107 | 101
COc1ccc(CCNC(=O)CSc2nc(O)c(C(C)C)c(=O)[nH]2)cc1OC | 15 | 8 | 2.5 | 2 | -2 | 1.2 | 0.2 | 9 | 97 | 95
CN1CCC(OC(=O)c2ccc(Br)cc2)CC1 | -1 | 1 | -5.2 | -4 | / | / | 0.0 | 12 | 104 | 93
CN1CCC(Oc2ccc(Sc3ccccc3)cc2)CC1 | 68 | -1 | -0.1 | -19 | -2 | 1.2 | 0.2 | -5 | 117 | 105
O=c1[nH]c(/C(Cl)=C/c2cccc(F)c2)nc2cc(C(F)(F)F)ccc12 | 24 | 8 | -0.8 | 3 | -6 | 1.7 | -0.3 | 2 | 98 | 99
COc1ccc(-n2cnnc2SCc2csc(-c3ccccc3)n2)cc1 | -4 | -4 | -0.9 | -4 | 5 | 1.1 | -0.1 | 5 | 102 | 99
CCOC(=O)c1c(NC(=O)Cn2cnc3sc(C)c(-c4ccccc4)c3c2=O)sc(C)c1C | 2 | 11 | -0.1 | -2 | -4 | 0.89 | -0.4 | 2 | 101 | 106
CCc1ccccc1OCCCOc1ccc(OC)cc1 | -7 | -2 | -4.2 | -1 | -2 | 1.1 | -0.1 | -1 | 101 | 105
CC(C)NC(=O)CN1C(=O)c2ccccc2S1(=O)=O | -19 | -2 | -0.1 | -3 | -11 | 1 | -0.4 | 4 | 101 | 99
O=C(Cc1ccccc1)NNC1CC(=O)N(c2ccc(Br)cc2)C1=O (configuration not stated) | 21 | -6 | 0.0 | 1 | -3 | 1.1 | -0.2 | -2 | 99 | 100
O=C(CSc1ncn(-c2ccccc2)n1)Nc1nc(-c2ccccc2)cs1 | -12 | 7 | -3.7 | -9 | -2 | 1.1 | -0.2 | -12 | 108 | 110
